# rCAG binder: binders of r(CAG) RNA repeats, primary screen, biochemical, fluorescence; inhibition, % at 3 µM; 370,000 tested, 1.3% active; r(CAG) RNA repeat, TO-PRO-1 dye displacement fluorescence; AID 651821, 2012;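 active means inhibition above the plate cutoff, the mean of all test compounds on that plate plus 3 SD, cut at about 35% in these data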;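 further: 0% = DMSO alone and 100% = 100 µM mitoxantrone as full dye displacement; higher means more dye released from RNA so lower well fluorescence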
# PRMT1 FP inh: PRMT1 methyltransferase inhibitors, primary screen, biochemical, fluorescence polarization; inhibition, % at 2.79 µM; recombinant PRMT1, activity-based probe fluorescence polarization; 370,000 tested, 1.3% active;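 active means inhibition above about 21% made by adding two undisclosed values, limit read from the data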
# ABHD4 inh: ABHD4 inhibitors, primary screen, biochemical, fluorescence polarization, mouse | (Lyso)-N-acylphosphatidylethanolamine lipase (Mus musculus), Q8VD66 | purified mABHD4, FP-Rh probe fluorescence polarization | inhibition, % at 8.92 µM | 370,000 tested, 0.54% active;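 active means inhibition exceeding the mean over every tested compound plus 3 SD, cut at about 30% in these data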;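 further: 0% = plate median of compound wells and 100% = S159A mutant with DMSO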
# Target sequence (Q8VD66 whole entry, looked up): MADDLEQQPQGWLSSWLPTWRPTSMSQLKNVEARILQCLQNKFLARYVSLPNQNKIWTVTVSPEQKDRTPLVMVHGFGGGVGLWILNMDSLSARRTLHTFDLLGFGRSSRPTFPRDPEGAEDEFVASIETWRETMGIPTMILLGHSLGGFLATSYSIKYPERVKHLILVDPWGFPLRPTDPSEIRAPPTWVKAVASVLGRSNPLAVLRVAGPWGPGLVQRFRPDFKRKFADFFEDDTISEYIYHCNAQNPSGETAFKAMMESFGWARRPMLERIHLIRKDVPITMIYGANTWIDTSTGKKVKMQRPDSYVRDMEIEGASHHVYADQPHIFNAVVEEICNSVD
#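 Assay system: Wild-type mouse ABHD4 protein | Medium: HEPES pH 7.0 buffer, 150 mM NaCl, 0.01% Pluronic F-127 | Incubation: Enzyme–compound pre-incubation 45 min, then probe 60 min, both 25 °C | Technique: Fluorescence polarization with parallel and perpendicular emission, 525/598 nm | Evaluation: % inhibition of FP-Rh probe binding versus controls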
# TCR-CD3 inh: inhibitors of human TCR-CD3 interaction, primary screen, biochemical, fluorescence, TAMRA-labeled TCR probe; T-cell receptor (TCR); 360,000 tested, 0.37% active; AID 651800, 2012; inhibition, % at 9.4 µM; in the data active means inhibition above about 19%;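 further: recombinant mutant TCR 2C K166C tagged with TAMRA read by polarization; 0% = receptor in buffer alone and 100% = receptor with positive control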
# HTRA1 inhibitor: HTRA1 serine protease inhibitors, primary screen, biochemical, fluorescence polarization, HTS; recombinant HTRA1, FP-rhodamine activity-based probe; inhibition, % at 5.96 µM; 340,000 tested, 0.5% active; in the data active means inhibition above about 36%;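 further: 0% = enzyme with DMSO and 100% = wells lacking enzyme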
# NPR2 activator: human GC-B receptor activators, primary screen, HEK293 GC-B cells, cGMP TR-FRET, EC30 CNP. Atrial natriuretic peptide receptor 2 (Homo sapiens), P20594. 0% at EC30 CNP, 100% saturating CNP. activation, % at 10 µM. 370,000 tested, 0.11% active. AID 1920062, 2024;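 active means activation at 10 µM reaching about 35% in either raw or pattern-adjusted values, limit read from the data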
# SIAE primary: human SIAE inhibitors, primary screen, biochemical, fluorescence polarization, FP-Rh probe, 1536-well HTS. Sialate O-acetylesterase (Homo sapiens), Q9HAT2. inhibition, % at 9.66 µM. 370,000 tested, 0.69% active. SIAE FP-Rh probe binding;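 active means inhibition above a cutoff: mean of compounds within the control limits plus 3 SD of those, cut at about 17% in these data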;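 further: 0% = plate median of compound wells and 100% = probe without SIAE protein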
# Target sequence (Q9HAT2 whole entry, looked up): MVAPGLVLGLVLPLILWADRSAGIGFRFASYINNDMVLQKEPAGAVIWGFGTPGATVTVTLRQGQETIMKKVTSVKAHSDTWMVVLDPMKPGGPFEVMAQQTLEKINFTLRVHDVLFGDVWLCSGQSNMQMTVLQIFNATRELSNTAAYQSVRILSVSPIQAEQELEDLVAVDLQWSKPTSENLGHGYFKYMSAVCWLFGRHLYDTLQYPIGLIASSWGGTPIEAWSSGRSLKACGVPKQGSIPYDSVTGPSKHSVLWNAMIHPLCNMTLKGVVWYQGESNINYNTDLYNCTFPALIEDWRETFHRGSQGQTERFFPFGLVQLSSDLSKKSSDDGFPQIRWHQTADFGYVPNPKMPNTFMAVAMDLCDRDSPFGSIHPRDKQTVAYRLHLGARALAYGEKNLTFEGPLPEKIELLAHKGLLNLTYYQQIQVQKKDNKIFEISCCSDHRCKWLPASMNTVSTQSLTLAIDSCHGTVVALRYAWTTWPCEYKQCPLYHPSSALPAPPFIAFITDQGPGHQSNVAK
# UHRF1 MBD2 ctr: UHRF1 methylated DNA binding inhibitors, primary screen, counter-screen for MBD2 inhibitor project, biochemical, TR-FRET, human UHRF1, single concentration; inhibition, % at 4.4 µM; 370,000 tested, 0.75% active; E3 ubiquitin-protein ligase UHRF1 (Homo sapiens), Q96T88; UHRF1 binding to methylated oligo; AID 687016, 2013; in the data active means inhibition above about 21%;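 further: UHRF1 SRA domain binding a hemimethylated CpG hairpin DNA probe; 0% = median of test compound wells and 100% = reference inhibitor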
# MBD2 inh: inhibitors of MBD2 binding to methylated DNA, primary screen, biochemical, TR-FRET, DNA-binding domain, human. Methyl-CpG-binding domain protein 2 (Homo sapiens), Q9UBB5. MBD2 binding to methylated oligonucleotide. inhibition, % at 4.4 µM. 370,000 tested, 0.31% active; in the data active means inhibition above about 13%
# GC-A act: GC-A stimulated cGMP production enhancers – HEK293 GC-A cells, cGMP TR-FRET, EC30 ANP, primary screen; 0% at EC30 ANP, 100% saturating ANP; 370,000 tested, 0.14% active; activation, % at 10 µM; Atrial natriuretic peptide receptor 1 (Homo sapiens), P16066; in the data active means activation above about 40%
# * hit, by the source's call; nt = not tested or not shown.
smiles	MBD2 inh	ABHD4 inh	HTRA1 inhibitor	GC-A act	UHRF1 MBD2 ctr	TCR-CD3 inh	rCAG binder	NPR2 activator	PRMT1 FP inh	SIAE primary
COc1cccc(CC2(CO)CCCN(Cc3ccccc3-c3ccco3)C2)c1 (stereo not given)	6	-6	-29	-7	1	-5	-5	-1	2	-5
O=C(Cn1cnc2ccc(Cl)cc2c1=O)NC1CCS(=O)(=O)C1 (stereo not given)	-4	0	4	1	0	2	-9	2	-1	4
Cc1ccccc1N1C(=O)C(Cl)=C(N2CCCCCC2)C1=O	1	3	-4	2	-1	6	-3	2	2	-2
Cc1ccc(/C(O)=C2\C(=O)C(=O)N(C)C2c2ccccc2[N+](=O)[O-])cc1 (stereo not given)	0	15	6	4	-3	7	0	-4	-2	7
CC(C)(C)SCCNC(=O)CN1C(=O)c2ccccc2S1(=O)=O	-4	1	7	0	3	-1	0	5	-3	1
O=C(N[C@H]1CC[C@@H]2SC[C@@H](C(=O)O)N2C1=O)OCC1c2ccccc2-c2ccccc21	-5	3	nt	3	-2	nt	26	-3	-5	6
S=c1[nH]nc(COc2ccccc2)n1Cc1ccccc1	-1	-2	3	1	0	-6	2	-5	6	6
COc1ccc(CNN2CCCCC2C(=O)Nc2ccc(OC)c(OCC(C)C)c2)cc1OC (stereo not given)	-2	-2	7	2	-3	11	-6	1	-5	7
COC(=O)C(NS(=O)(=O)c1ccccc1Cl)c1ccccc1 (stereo not given)	-4	1	-2	1	3	-2	-1	1	0	-4
CC(C)C[C@H]1CNC(=S)N1CC1CCN(CCCC2CCCC2)CC1	4	7	3	-1	1	1	-1	1	-2	0
CN1CCN(/N=C/c2ccc(-c3ccccc3)cc2)CC1	1	1	-2	16	-1	6	-3	-5	0	0
CCc1nc(N)c(C#N)c(-c2ccc(O)c(OC)c2)c1C	6	-4	0	-2	1	-10	-4	-5	1	5
O=[N+]([O-])c1ccc(Oc2ccc(S(=O)(=O)N3CCOCC3)cc2)cc1	-3	0	-5	1	0	2	-6	1	-5	1
CCOC(=O)/C=c1/s/c(=C/c2ccc3cc(OC)ccc3c2)c(=O)n1CC(=O)NCc1ccc2c(c1)OCO2	1	-6	-3	4	-3	-2	7	2	1	-12
O=C1c2ccccc2-c2onc3c(N4CCN(CCO)CC4)cc(N4CCN(C(=O)c5ccco5)CC4)c1c23	-7	35*	67*	-10	-4	10	7	-13	15	16
Cc1nc(SCC(=O)c2ccccc2)n[nH]1	-6	7	-2	6	1	1	1	5	54*	2
O=C1c2cccc([N+](=O)[O-])c2C(=O)N1c1c[nH]c(=O)[nH]c1=O	-7	6	2	3	-2	-4	2	1	2	4
Brc1cc(Br)c2ncnc(N3CCCCC3)c2c1	-4	-9	-5	11	-1	-3	1	3	-3	-3
Cc1cc(S(=O)(=O)N(Cc2ccccc2Cl)c2ccc3c(c2)CCC3)ccc1-n1cnnn1	5	0	0	-8	7	-3	2	1	7	-10
CCOc1ccc(/C=N/NC(=O)C2CC2)c(OCC)c1	-3	-3	4	-1	-1	-1	-4	1	-2	0
CS(=O)(=O)N1CCN(c2ccccc2NC(=O)Cc2ccc(Cl)cc2)CC1	-2	1	-3	-6	0	2	-2	-5	-3	-1
CCS(=O)(=O)c1ccc(O)c(NC(=O)/C=C/c2ccccc2)c1	-3	-9	0	-5	0	1	5	2	-2	-4
Cc1nc2ccc(S(=O)(=O)NCC(=O)NCc3ccccc3C)cc2s1	0	3	nt	6	-1	nt	1	-2	1	3
CC(C)(C)c1ccc(CC(=O)N2CCC2(C)C(=O)NS(=O)(=O)Cc2ccccc2)cc1 (stereo not given)	-4	-1	nt	3	-1	10	41*	-1	1	-5
O=C(Nc1ccsc1C(=O)O)c1cccc(Oc2ccccc2)c1	-1	-23	-14	5	0	-8	33	2	-3	-14
COc1ccc(Cc2nnc(SCc3c(C)noc3C)n2C2CCCCC2)cc1OC	9	4	-4	-5	0	-4	-10	-6	3	2
CC1CCN(c2ncccc2C(=O)O)CC1	-1	-13	3	nt	-1	10	-1	nt	-2	5
Cc1ccccc1/C=N/n1c(COc2ccccc2)n[nH]c1=S	-2	-4	-2	-3	-1	3	32	-3	-1	11
O=C(Cn1cc([N+](=O)[O-])ccc1=O)NCC(=O)Nc1ccc(F)c(F)c1F	-1	0	0	-3	1	0	3	2	-1	-1
CCn1cc(C(=O)OC)c(=O)c2ccc(C)nc21	2	-1	4	-6	3	-3	-3	5	4	-1

# Compound profiles, as listed above. Order of screens: MBD2 inh | ABHD4 inh | HTRA1 inhibitor | GC-A act | UHRF1 MBD2 ctr | TCR-CD3 inh | rCAG binder | NPR2 activator | PRMT1 FP inh | SIAE primary
# O=C1c2cccc([N+](=O)[O-])c2C(=O)N1c1c[nH]c(=O)[nH]c1=O reads -7 | 6 | 2 | 3 | -2 | -4 | 2 | 1 | 2 | 4
# Cc1ccccc1N1C(=O)C(Cl)=C(N2CCCCCC2)C1=O reads 1 | 3 | -4 | 2 | -1 | 6 | -3 | 2 | 2 | -2

# (next part)
smiles	MBD2 inh	ABHD4 inh	HTRA1 inhibitor	GC-A act	UHRF1 MBD2 ctr	TCR-CD3 inh	rCAG binder	NPR2 activator	PRMT1 FP inh	SIAE primary
Fc1ccc(CSc2ccc(-c3cccs3)nn2)cc1	4	4	2	-1	2	-3	-5	-1	1	0
Cc1ccc(C(=O)Nc2ccnc(-c3cccnc3)n2)cc1	-3	-1	3	-4	2	2	-5	-3	-2	-5
CC1(NC(=O)NCCCCCCNC(=O)NC2(C)CCS(=O)(=O)C2)CCS(=O)(=O)C1 (stereo not given)	6	7	-2	6	0	4	-1	9	8	1
CCCc1ccc2oc(C(=O)N(Cc3ccncc3)CC3CCCO3)c(C)c2c1 (stereo not given)	2	2	-12	2	2	1	-6	-2	-2	-4
CCN(Cc1ccncc1)C(=O)c1cc(COc2c(C)cccc2C)on1	-2	-2	-5	0	-3	5	-4	3	0	3
CCOc1ccc(CONS(=O)(=O)c2ccc(NC(C)=O)cc2)cc1Cl	-3	-21	-2	2	-1	6	6	6	1	-8
N/C(=N\OC(=O)c1ccco1)c1ccc(Br)cc1	0	0	4	5	-2	6	2	-8	-1	-4
CN(CC(=O)Nc1cccc(C(F)(F)F)c1)C1=NS(=O)(=O)c2ccccc21	1	-9	-1	-2	0	2	0	-3	-7	-2
COc1ccc([N+](=O)[O-])cc1NC(=O)C(C)OC(=O)c1ccccc1C(=O)c1ccc(Cl)cc1 (stereo not given)	4	-15	-40	-3	-2	9	9	-10	-1	-3
CC(C)c1ccc(NC(=O)C(c2ccccc2)N2CCOCC2)cc1 (stereo not given)	10	-11	-4	-9	2	24*	-3	-1	5	1
O=C(NCCc1ccc(C(F)(F)F)cc1)c1ccc2c(c1)OCO2	-3	-1	2	2	-1	5	1	1	-2	-3
CCOC(=O)c1c(NC(=O)c2ccoc2C)sc(C)c1C	-4	-6	-4	-4	-2	8	2	1	-4	3
COc1ccc(CCN2CC(C(=O)NCc3c(C)n[nH]c3C)CCC2=O)cc1 (stereo not given)	4	-1	9	3	2	-5	-5	4	3	-3
Cc1ccc(N(CC(=O)Nc2ccc3c(c2)OCCO3)S(C)(=O)=O)cc1	5	-1	4	2	-1	3	-4	5	-2	8
COc1ccc(NS(=O)(=O)c2cc(NC(=O)CCc3ccccc3)ccc2N2CCOCC2)cc1	6	-7	-22	-1	31*	-5	7	4	0	0
Cc1nc2nc(C)c(C)nc2nc1C	-4	1	nt	2	12	2	5	-1	-2	9
COC(=O)c1ccc(CN2CCN(CCCc3ccccc3)C(CCO)C2)cc1 (stereo not given)	-4	1	0	0	-2	-6	-9	1	1	10
COC(=O)C1=C(C)NC(C)=C(C(=O)OCCN(C)Cc2ccccc2)C1c1cccc([N+](=O)[O-])c1 (stereo not given)	4	2	-24	-16	0	0	2	-8	1	-6
CCOc1ccc(N2CC(C(=O)NCc3ccc(C)n3C)CC2=O)cc1 (stereo not given)	-1	-1	1	1	-1	-7	3	-1	4	3
CCOC(=O)c1c(P(=O)(N2CCOCC2)N2CCOCC2)noc1N	-7	7	8	1	-1	7	-1	3	-2	11
CC[C@H](C)[C@@H]1NC(=O)c2cc([N+](=O)[O-])cc(I)c2SC[C@@H](C(N)=O)NC(=O)[C@H](CCCCN)NC1=O	1	3	nt	1	7	8	3	1	-1	-3
O=C(C1=C[C@H](c2ccc(C(F)(F)F)cc2)C[C@H](OCCCCO)O1)N1CCN(Cc2ccc3c(c2)OCO3)CC1	-3	0	-11	-7	1	-1	-3	0	0	3
COc1ccc(N2CCN(C(CNC(=O)C(=O)NCCCn3ccnc3)c3ccco3)CC2)cc1 (stereo not given)	0	-3	4	1	5	-4	-4	6	-3	3
CCOC(=O)CC1(NC(=O)c2cc(COc3c(F)cccc3F)on2)CCCCC1	4	-2	-6	5	1	7	-4	-1	-4	-9
COc1ccc(NC(=O)c2onc(C)c2Cl)cc1	2	6	-1	1	3	-1	-4	0	0	-5
O=C(NCCCN1CCCC1)c1cc2c(Cl)nc3ccccc3c2s1	5	-3	-30	19	1	2	13	9	3	-14
C[C@@H]1CCC[C@]2(O[C@H](CCO)C[C@H](O)[C@H]2O)O1	2	4	5	1	1	-5	1	-2	-2	5
CC1=C(C#N)C(c2ccoc2)C(C(=O)OCc2ccccc2)=C(N)S1 (stereo not given)	-1	-9	-10	0	-3	5	3	-2	4	-2
Cc1ccc(S(=O)(=O)n2c(CN3CCCC(C)C3)nc3ccccc32)cc1 (stereo not given)	-3	-5	-4	0	-1	1	-1	-1	-1	8
C1=C(CCNc2ncnc3c2cnn3-c2ccccc2)CCCC1	0	-6	-46	2	0	6	0	1	-2	-7
O=C(COC(=O)CCCc1c[nH]c2ccccc12)Nc1ccc2c(c1)OCO2	2	-2	-5	-3	-2	8	1	-6	-3	2
S=c1[nH]nc(-c2ccccn2)n1/N=C/c1cccc(Cl)c1	-4	7	8	6	0	-7	-2	0	9	5
Cn1c(N)c(C(=O)CSc2nnnn2-c2ccccc2)c(=O)n(C)c1=O	-5	3	0	-3	-3	-3	-2	0	2	6
C/C(=N/NC(=O)c1cccs1)c1ccc(N2CCOCC2)cc1	-1	8	-3	4	-2	19	7	4	2	0
O=C(Nc1cccc2ncccc12)c1cccnc1	-5	-2	4	0	-1	6	0	3	-2	1
O=[N+]([O-])c1ccc(N=NN(CCO)CCO)cc1	-5	2	-3	2	-2	-3	-3	-1	-1	4
CCOC(=O)[C@H]1[C@H]2COc3ccc(Cl)cc3[C@@H]2N2C(=O)c3cc(OC)ccc3NC(=O)[C@@]12C	4	-7	-23	-6	6	-3	3	-5	-2	-12
CC(=O)N1CCN(Cc2cc(=O)oc3cc(C)c(C)cc23)CC1	1	8	nt	0	-3	2	-1	3	1	0

# Bioassay records deposited in PubChem BioAssay by several laboratories.

# These rows are one share of the data, so the mix of outcomes need not match the whole.
